p97 inhibitor – inhibitors of human p97 ATPase, primary screen, biochemical | Transitional endoplasmic reticulum ATPase (Homo sapiens), P55072 | recombinant p97 ATPase, Kinase-Glo ATP luminescence, 3 h | inhibition, % at 8 µM | hit rate 0.42% among 220,000; in the data active means inhibition above about 15%;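 further: 0% = DMSO vehicle and 100% = wells lacking enzyme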
Cl transport mod – KCC2 cotransporter modulators, thallium flux, primary screen, cell-based, HEK293 KCC2, FluoZin-2 fluorescence, MLSMR | Solute carrier family 12 member 5 (Homo sapiens), Q9H2X9 | KCC2 cells, thallium flux FluoZin-2 fluorescence | B-score of Tl+ flux slope (higher = more flux/activation; lower = inhibition) at 10 µM | hit rate 2.2% among 190,000;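 active means thallium flux slope and its plate-corrected score both differing from the plate sample mean at a set confidence after two filtering rounds, in either direction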;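 further: slope of fluorescence scaled to starting intensity during 10 to 20 s after thallium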
FXIIa inh – human FXIIa protease inhibitors, primary screen, biochemical, 1536-well | inhibition, % at 5 µM | Coagulation factor XII (Homo sapiens), P00748 | purified FXIIa, Boc-QGR-AMC fluorogenic substrate, 2 h | hit rate 0.3% among 220,000; in the data active means inhibition above about 40%;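 further: 0% = enzyme with no compound and 100% = blank without enzyme; many of its hits are not listed in these tables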
Target sequence (P00748 20-372 limits assumed): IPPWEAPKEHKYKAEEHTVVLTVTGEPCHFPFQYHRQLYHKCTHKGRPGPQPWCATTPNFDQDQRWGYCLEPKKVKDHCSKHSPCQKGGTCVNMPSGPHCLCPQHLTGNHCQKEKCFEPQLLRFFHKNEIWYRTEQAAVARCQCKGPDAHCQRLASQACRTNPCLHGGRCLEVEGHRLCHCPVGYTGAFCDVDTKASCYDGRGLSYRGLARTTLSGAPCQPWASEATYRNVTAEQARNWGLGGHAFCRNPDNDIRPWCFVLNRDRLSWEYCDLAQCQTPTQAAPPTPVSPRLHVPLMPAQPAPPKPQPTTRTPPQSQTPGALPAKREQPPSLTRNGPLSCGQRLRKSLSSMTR
Target sequence (P00748 373-615 limits assumed): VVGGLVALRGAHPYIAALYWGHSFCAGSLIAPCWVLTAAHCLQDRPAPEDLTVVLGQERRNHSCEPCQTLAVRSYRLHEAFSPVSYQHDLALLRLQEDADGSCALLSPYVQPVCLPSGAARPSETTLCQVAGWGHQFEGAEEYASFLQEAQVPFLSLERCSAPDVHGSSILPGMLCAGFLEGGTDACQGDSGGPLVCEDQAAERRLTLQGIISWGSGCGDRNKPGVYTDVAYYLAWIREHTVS
FXIa inh – human FXIa protease inhibitors, primary screen, biochemical, 1536-well; purified FXIa, Boc-Glu-Ala-Arg-AMC fluorogenic substrate; inhibition, % at 5 µM; hit rate 0.14% among 220,000; AID 798, 2007;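 active means inhibition of at least 40%; inactive means inhibition below 40%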;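 further: fluorescence of freed AMC excited at 355 nm; 0% = enzyme without compound and 100% = no enzyme blank; many of its hits are not listed in these tables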
Thrombin inh – human alpha-thrombin inhibitors, primary screen, counter-screen for coagulation protease inhibitor project, biochemical, 1536-well, fluorogenic AMC substrate. Prothrombin (Homo sapiens), P00734. Boc-VPR-AMC fluorogenic substrate cleavage. inhibition, % at 5 µM. hit rate 0.26% among 220,000;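 active means inhibition at or above 40%; inactive means inhibition below 40%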;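 further: 0% = enzyme with no compound and 100% = wells without enzyme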
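Assay system: human alpha-thrombin enzyme. Reagent: Boc-VPR-AMC substrate, 15 µM final. Compound dosing: one concentration per compound, 5 µM, with 0.2% DMSO. Incubation: room-temperature reaction. Technique: AMC fluorescence, 355/460 nm. Measure: % inhibition relative to enzyme controls and enzyme-free blanks.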
Furin inhibitor – human furin inhibitors, primary screen, biochemical, fluorescence intensity | P09958 | purified furin, fluorogenic substrate cleavage | inhibition, % at 30 µM | hit rate 0.061% among 220,000 | AID 463115, 2010; in the data active means inhibition above about 25%; further: inactives centre near -15
PERK inhibitor – block of dimerizer-induced PERK translation repression, primary screen, PERK inhibitor project, CHO PERK-DD cells, SEAP luminescence, HTS | CHO PERK-DD fusion, SEAP luminescence translation reporter | inhibition, % at 5.6 µM | hit rate 0.17% among 220,000;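 active means inhibition above the mean inhibition of all tested compounds plus 3 SD, set separately per screening campaign, cut at about 2.9% in these data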;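 further: PERK kinase domain activated by AP20187 dimerizer at 100 nM; 0% = DMSO with dimerizer and 100% = rapamycin at 8.4 µM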
Wee1 stabilizer – Wee1 degradation inhibitors, primary screen, cell-based, HeLa, Wee1K328M-luciferase, luminescence. Wee1-like protein kinase (Homo sapiens), P30291. HeLa Luc-Wee1K328M stability; 100% = proteasome inhibitor MG132 effect. reporter increase, % at 5 µM. hit rate 1.2% among 220,000;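 active means activation above the mean of all tested compounds plus 3 SD, set per screening run, cut at about 8.8% in these data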;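 further: cells exposed to compound for 20 h before luminescence read; 0% = DMSO alone and 100% = MG132 at 30 µM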
KLK5 inh – human KLK5 protease inhibitors, primary screen, biochemical, 1536-well. Kallikrein-5 (Homo sapiens), Q9Y337. recombinant hK5, fluorogenic AMC substrate cleavage. inhibition, % at 5 µM. hit rate 0.59% among 210,000. AID 873, 2007;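 active means inhibition of 40% or more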;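 further: 0% = enzyme controls without compound and 100% = no-enzyme blanks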
Target sequence (Q9Y337 67-293 limits assumed): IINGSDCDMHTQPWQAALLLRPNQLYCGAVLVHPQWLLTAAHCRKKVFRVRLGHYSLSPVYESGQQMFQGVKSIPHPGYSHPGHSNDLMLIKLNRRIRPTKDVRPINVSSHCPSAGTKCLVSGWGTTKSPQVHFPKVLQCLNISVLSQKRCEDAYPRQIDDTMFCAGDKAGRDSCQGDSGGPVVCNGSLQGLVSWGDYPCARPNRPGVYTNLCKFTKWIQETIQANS
Active calls of the source: *; . = no result given; [ ] = another dose, or the depositor's remark.

SMILES	p97 inhibitor	Cl transport mod	FXIIa inh	FXIa inh	Thrombin inh	Furin inhibitor	PERK inhibitor	Wee1 stabilizer	KLK5 inh
COc1ccc(N2C(=O)c3ccccc3NC2c2ccc(OC)c(Cn3cc([N+](=O)[O-])cn3)c2)cc1 (stereo not drawn)	6	-0.12	19	3	4	-27	-0.4	-2	6
CC(C)Cn1c(=O)oc2ccccc21	5	-1.7	4	-3	-7	-28	1.2	-2	0
Nc1ccc2nc(-c3ccc(N)c(Cl)c3)[nH]c2c1	7	0.9	-14	-7	-4	-16[20 µM]	0.4	1	-30
OC1(c2ccccn2)COc2ccccc2O1 (stereo not drawn)	9	1	3	2	2	-21	1.9	-2	3
CC(=O)c1ccc(Oc2cc(C)nc(NCc3ccccc3)n2)cc1	1	-0.8	10	2	4	-7[20 µM]	-0.3	0	-5
CCC1CC2(C)NC(=O)c3c(sc4c3CC(C)(C)OC4)N2C1=O (stereo not drawn)	2	.	11	0	1	-33	-0.1	-2	1
COc1ccc(CCNC(=O)CCCCCn2c(SCC(N)=O)nc3cc4c(cc3c2=O)OCO4)cc1OC	1	0.38	10	-1	12	-17	-0.7	7	-10
Cc1c(C(Nc2ccccn2)c2ccccc2)c(=O)n(-c2ccccc2)n1C (stereo not drawn)	1	0.75	15	3	-4	-26[20 µM]	0.7	2	-4
CCCCc1ccc(/C=C2/C(=O)ON=C2c2ccccc2)s1	3	1.6	12	9	3	0	-0.4	2	-2
CN(C)CCN(C)Cc1ccccc1Sc1cccc2ccccc12	-4	-0.04	3	-3	-9	-19	-0.9	-2	-8
CC(C)(C)NCC(O)COc1ccccc1C(C)(C)C (stereo not drawn)	0	0.077	6	-5	-1	-20	0.0	2	-8
CC(=O)c1cccc(NC(=O)c2ccc(C(=O)Nc3cccc(C(C)=O)c3)nc2)c1	3	0.15	0	-4	-9	-13	1.5	-3	-10
Cc1ccc(NC(=O)/C(CN(C)C)=N\O)cc1	5	.	42*	16	-1	-19	2.0	4	11
CC(C)CCOc1ccc(C2CC(=O)N(C)C2=O)cc1 (stereo not drawn)	1	0.37	2	-6	-10	-21	-0.1	3	-7
O=C(c1ccc(-c2nnc(Nc3ccccc3)c3ccccc23)cc1)N1C[C@H]2C[C@H](C1)c1cccc(=O)n1C2	5	-0.061	21	1	5	-10[20 µM]	0.6	-3	19
Oc1ccc(-c2nnc(-c3ccc(O)cc3)nn2)cc1	1	.	-1	-3	-3	-15[20 µM]	0.2	1	7
CCCCNC(=O)CC1SC(=NCC)N(CC)C1=O (stereo not drawn)	-5	0.17	1	3	-5	-7[20 µM]	0.6	1	-19
CC(=O)Nc1ccc(S(=O)(=O)Nc2nc3ccccc3nc2Nc2cccc(O)c2)cc1	0	0.019	-1	-4	-16	-11	0.0	-1	-5
O=C(N/N=C/c1ccc(Sc2ccccn2)o1)c1cccc([N+](=O)[O-])c1	4	0.71	15	8	2	-3	0.3	2	-5
O=C(Nc1nnc(-c2ccccc2)s1)c1cccc(S(=O)(=O)N2CCOCC2)c1	2	-1.2	18	12	3	-18[20 µM]	1.4	-1	-6
CCCc1nnc(NC(=O)c2cn(CC)c3cc(N4CCN(C)CC4)c(F)cc3c2=O)s1	2	-0.016	5	19	-5	-19	-0.2	-5	2
O=C(CNc1ccc(F)cc1)c1ccccc1	2	-0.13	7	0	6	-11	2.5	-1	-5
O=C(CN1CCN(C(=O)c2ccco2)CC1)Nc1ccc(Cl)c(C(F)(F)F)c1	3	-2.1	24	14	-7	-21	0.8	-2	-7
NC(=O)NC(Cc1ccccc1)c1ccccc1 (stereo not drawn)	0	-0.55	3	4	1	-13	0.0	1	-3
CC(=O)Nc1cccc(NC(=O)Nc2ccc(C(C)=O)cc2)c1	-7	-0.063	-12	-10	-11	-12[20 µM]	0.2	-1	0
CC1=NOC(=O)/C1=C\c1ccc(-c2cccc(Cl)c2)o1	1	-0.61	6	-3	-5	3[20 µM]	-0.8	0	17
CC(NC(=O)CSc1n[nH]c(=O)[nH]c1=O)C1CC2CCC1C2 (stereo not drawn)	1	0.99	1	-3	-5	-25	0.8	0	28
CCOC(=O)N1CCN(S(=O)(=O)c2ccc(OCC(=O)OC)cc2)CC1	1	-0.018	19	-1	-3	-11[20 µM]	0.6	-1	-13
Cc1ccc(-c2ccc3nnc(SCC(=O)NCC4CCCO4)n3n2)cc1 (stereo not drawn)	-2	-0.52	-6	-5	-4	-13	-0.3	-4	-19
Cc1ccnc(NC(=O)CCC(=O)N(CC(=O)NCC2CCCO2)Cc2ccc(F)cc2)c1 (stereo not drawn)	-2	.	5	2	3	3	0.4	-1	-3
COc1ccc(-c2nnn(Cc3nc(N)nc(N4CCCCC4)n3)n2)cc1	2	-0.39	13	1	1	-22	-0.6	1	-20
Cc1ccc(C)c(NC(=S)Nc2ncccc2C)c1	0	0.43	13	1	-2	-26	0.4	-2	.
CCc1ccc(Nc2nc(N)nc(CSc3nc4ccccc4s3)n2)cc1	-10	-0.68	-2	-13	-13	-13	-0.5	-3	-5
COC(=O)c1onc(-c2ccccc2)c1C(=O)OC	-3	0.31	6	-5	-4	-13[20 µM]	0.6	1	-8
CCOC(=O)c1cnc2c(c(C)nn2CC)c1Cl	1	.	8	3	1	-22	1.5	1	22
COCCN1C(=O)c2cc(C(=O)Nc3ccc(OC)c(OC)c3)ccc2C1Nc1ccc(OC)c(OC)c1 (stereo not drawn)	1	0.32	12	0	6	-17	1.1	-3	-2
CCCCC(NC(=O)c1ccccc1)C(=O)OCC(=O)N1c2ccccc2Sc2ccccc21 (stereo not drawn)	-3	-0.11	9	3	0	-15[20 µM]	-1.1	-1	-1
Oc1ccc(Br)cc1-c1ccn[nH]1	-5	0.77	0	-10	-4	-9	-0.1	0	-11
c1ccc(N2CCN(c3c4c(nc5ncnn35)CCC4)CC2)cc1	4	-1.3	7	0	1	-17[20 µM]	-1.9	4	-7
Nc1c(C(=O)NCc2ccco2)sc2nc(N3CCOCC3)c3c(c12)CCCC3	3	.	8	-11	-6	-6	-1.2	-2	-14
O=C(NCC1COc2ccccc2O1)C1CCN(S(=O)(=O)c2cccc3nsnc23)CC1 (stereo not drawn)	2	1.7	-1	-4	-7	-7	1.8	0	-4
COc1ccc2c(C)cc(SCC(=O)N(C)C3CCS(=O)(=O)C3)nc2c1 (stereo not drawn)	-2	-0.059	7	-1	0	-17	0.5	-2	2
CCOC(=O)CSc1nnc(NC(=O)NC(C)C)s1	4	0.034	3	5	-8	-21	0.8	3	-10
O=C(c1cc2nc(-c3ccco3)cc(C(F)(F)F)n2n1)N1CCN(c2ccc(F)cc2)CC1	-5	0.094	14	1	-5	-4	-0.2	-1	-1
NC(=O)C1(N2CCCCC2)CCN(C2CC(=O)N(Cc3ccc(N4CCCC4=O)cc3)C2=O)CC1 (stereo not drawn)	0	1.1	-2	-3	-10	-23[20 µM]	0.3	5	-23
N#Cc1nc(-c2cccs2)oc1NCc1ccc(Cl)cc1	6	0.67	5	-9	1	-34	0.6	5	-5
COCCn1c(SCC(=O)N2CC(=O)Nc3ccccc32)nc2ccccc2c1=O	-2	0.019	14	13	15	0	-0.4	1	19
Brc1ccc2ncnc(NCc3ccccc3)c2c1	4	0.13	6	0	-6	2[20 µM]	-0.7	-2	-2
C/C(=N\NC(=S)NC1CCCCC1)c1ccccc1	3	4.4	14	4	-13	-17	0.0	-1	-1
Cc1ccc(Cl)cc1-c1ccc(/C=N/n2cnnc2)o1	0	0.47	26	25	14	17	0.8	0	-12
Cc1ccc(C(=O)N/C(=C\c2cccs2)C(=O)NCc2cccnc2)cc1	9	0.061	16	4	-8	-20	0.3	4	-16
COc1cc(C(=O)NC2CC3CCCC(C2)N3CC(=O)Nc2ccccc2)cc(OC)c1OC (stereo not drawn)	-1	-0.47	8	-2	-1	-27	-0.8	1	-5
O=S(=O)(c1cccc(NC(=S)N2CCN(c3ccccc3)CC2)c1)C(F)F	0	-1.2	9	12	-1	-29	1.1	-4	13
C#Cc1cccc(NC(=O)c2ccc(Cl)cc2Cl)c1	2	-1.6	13	-3	1	-26	0.6	3	5
Cc1ccc(C)c(NC(=O)Cn2nnc(C(=O)Nc3c(C)cccc3C)c2N)c1	-9	0.7	13	-2	5	-5	-1.0	-3	52*
Clc1ccccc1C1=CC(c2ccco2)n2ncnc2N1 (stereo not drawn)	-2	-2.7	2	-3	-10	-22	-0.1	4	-3
C/C(=N\NC(=S)Nc1ccc(C(C)C)cc1)c1ccc2c(c1)OCO2	1	0.068	7	0	1	-24	2.2	2	-6
COc1cc(C)nc(N2CCCC(C(=O)Nc3cccc(Cl)c3Cl)C2)n1 (stereo not drawn)	-4	0.16	17	5	2	-4[20 µM]	0.9	-1	-26
CCOC(=O)Nc1cccc(C(=O)O)c1	-6	0.06	17	10	3	-14[20 µM]	-0.5	4	-4
C/C=C/Cn1c(Br)nc2c1c(=O)n(C)c(=O)n2C	0	.	11	9	0	-15	-0.4	-2	4

Some values from the results shown:
PERK inhibitor, Oc1ccc(Br)cc1-c1ccn[nH]1 stands at -0.1
Wee1 stabilizer, Nc1c(C(=O)NCc2ccco2)sc2nc(N3CCOCC3)c3c(c12)CCCC3 stands at -2
PERK inhibitor, Oc1ccc(-c2nnc(-c3ccc(O)cc3)nn2)cc1 stands at 0.2

(more compounds)
SMILES	p97 inhibitor	Cl transport mod	FXIIa inh	FXIa inh	Thrombin inh	Furin inhibitor	PERK inhibitor	Wee1 stabilizer	KLK5 inh
Cc1cnc(-c2nnc(N(C)C(=O)c3cccnc3)s2)cn1	1	-0.13	12	-18	-2	-11	0.4	5	6
NC(=O)NOCc1ccc(Cl)cc1Cl	1	0.91	10	-1	-4	-13	1.1	0	2
O=C(Nc1nnc(C2CC2)s1)C1COc2ccccc2O1 (stereo not drawn)	3	1	8	-1	8	-16	0.7	4	-3
CC1CCN(c2ccccc2NC(=O)c2ccc(N3CCOCC3)c([N+](=O)[O-])c2)CC1	0	.	1	-6	-11	-9[20 µM]	1.3	1	-8
CC(=O)N1N=C(c2cccs2)CC1c1ccc(C)o1 (stereo not drawn)	-4	-1.1	1	9	-1	-13	0.5	4	-14
COCc1cc(C)nc(SCC(=O)c2ccc(O)c(O)c2)c1C#N	8	.	-2	3	-3	-7	0.1	0	1
CC(O)[C@H]1CNC(=O)C(=O)N1CC1CCCCC1 (stereo partly drawn)	.	1.9	9	3	4	-14	.	.	2

An excerpt from above, showing only PERK inhibitor.
SMILES | PERK inhibitor
COc1ccc(CCNC(=O)CCCCCn2c(SCC(N)=O)nc3cc4c(cc3c2=O)OCO4)cc1OC | -0.7
CC(=O)c1ccc(Oc2cc(C)nc(NCc3ccccc3)n2)cc1 | -0.3
